High-throughput results: PubChem BioAssay, The Scripps Research Institute Molecular Screening Center
CHRM4 agonist: agonists of human muscarinic M4 receptor (CHRM4); 360,000 tested, 0.14% active; CHO-K1 hM4/Gqi5, Fluo-8 calcium fluorescence; vehicle 0%, full acetylcholine response 100%; P08173; AID 624127; activation, % at 3 µM;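 active = activation above the run mean over all test wells plus 3 SD, cut at about 32% in these data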;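 also: peak over basal fluorescence ratio per well then scaled between controls; 0% = DMSO wells and 100% = acetylcholine at EC100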
M1 PAM: potentiates human M1 receptor response to acetylcholine; AID 588819; P11229; activation, % at 3 µM; 360,000 tested, 0.088% active; CHO-K1 hM1, Fluo-8 calcium fluorescence, ACh EC20; 0% = ACh EC20, 100% = maximal ACh; in the data active = activation above about 19%, passing the limit was not always enough
CHRM1 agonist: activates human CHRM1 receptor; P11229; CHO-K1 hM1, Fluo-8 calcium fluorescence, agonist mode; 0% DMSO, 100% acetylcholine EC100; activation, % at 3 µM; 360,000 tested, 0.33% active;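 active = activation above the run's mean compound activation plus 3 SD, cut at about 16% in these data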;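 also: peak over basal fluorescence ratio within a 140 s kinetic read after compound addition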
CHRM5 antagonist: blocks acetylcholine activation of human M5 receptor. inhibition, % at 3 µM. P08912. 360,000 tested, 0.59% active. AID 624040. CHO-hM5 cells, Fluo-8 calcium fluorescence, ACh EC80;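 active = inhibition above a per-plate cutoff, the mean of that plate's test compounds plus 3 SD, cut at about 27% in these data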;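 also: 0% = acetylcholine EC80 with DMSO and 100% = DMSO without agonist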
Target sequence (P08912 whole entry, looked up): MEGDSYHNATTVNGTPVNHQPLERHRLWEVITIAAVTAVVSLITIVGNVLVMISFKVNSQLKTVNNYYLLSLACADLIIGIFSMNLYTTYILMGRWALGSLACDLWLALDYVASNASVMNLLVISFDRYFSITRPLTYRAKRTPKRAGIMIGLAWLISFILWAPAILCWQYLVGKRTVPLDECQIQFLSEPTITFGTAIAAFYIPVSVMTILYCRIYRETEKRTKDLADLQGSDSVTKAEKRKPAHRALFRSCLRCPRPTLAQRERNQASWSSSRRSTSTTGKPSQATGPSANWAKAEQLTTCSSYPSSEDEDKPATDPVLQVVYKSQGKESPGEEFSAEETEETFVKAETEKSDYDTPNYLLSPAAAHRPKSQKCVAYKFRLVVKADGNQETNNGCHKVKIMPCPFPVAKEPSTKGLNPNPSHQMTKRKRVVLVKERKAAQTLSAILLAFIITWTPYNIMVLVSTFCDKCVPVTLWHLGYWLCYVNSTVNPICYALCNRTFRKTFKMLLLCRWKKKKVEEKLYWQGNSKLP
M5 ag: agonists of human muscarinic M5 receptor (CHRM5); P08912; CHO-K1 hM5 cells, Fluo-8 calcium fluorescence; 0% DMSO wells, 100% maximal acetylcholine response; activation, % at 3 µM; 360,000 tested, 0.19% active; AID 624037;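 active = activation above the run's mean over test compounds plus 3 SD, cut at about 23% in these data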;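 also: signal is peak over basal fluorescence ratio across the kinetic read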
TAAR1 agonist: agonists of human TAAR1; Q96RJ0; CHO RD-HGA16 TAAR1, Fluo-8 calcium fluorescence; vehicle wells 0%, saturating PEA agonist 100%; activation, % at 3 µM; 360,000 tested, 0.99% active; AID 624467;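 active = activation above the mean activation of all test compounds in the run plus 3 SD, cut at about 38% in these data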
Target sequence (Q96RJ0 whole entry, looked up): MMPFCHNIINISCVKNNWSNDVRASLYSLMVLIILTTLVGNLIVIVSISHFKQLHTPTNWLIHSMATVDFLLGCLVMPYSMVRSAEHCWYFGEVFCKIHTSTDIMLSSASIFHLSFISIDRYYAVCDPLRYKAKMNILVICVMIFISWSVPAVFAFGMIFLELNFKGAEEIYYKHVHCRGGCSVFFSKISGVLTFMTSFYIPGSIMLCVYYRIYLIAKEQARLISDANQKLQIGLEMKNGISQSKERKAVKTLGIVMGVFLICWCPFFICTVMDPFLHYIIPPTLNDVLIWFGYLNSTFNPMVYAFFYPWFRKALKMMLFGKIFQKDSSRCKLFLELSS
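System: CHO-derived RD-HGA16 cells with stable Gα16 and human TAAR1 / Times: 17-24 h plating, Fluo-8 75 min 37 °C, 30 min RT / Technique: calcium-sensitive Fluo-8 signal, excitation 470-495, emission 515-575 nm / Measure: % activation relative to PEA EC100 response / Benchmarks: DMSO and PEA EC100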
M5 PAM: CHRM5 positive allosteric modulation. CHO-K1 hM5, Fluo-8 calcium, ACh EC20 PAM; 0% = ACh EC20, 100% = ACh EC100. activation, % at 3 µM. 360,000 tested, 0.3% active. P08912;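 active = activation above the run cutoff, the mean activation of all test compounds plus 3 SD, cut at about 18% in these data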
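System: CHO-K1 hM5 cells. Reagent: acetylcholine, EC20 level. Compound dosing: single dose, 3 µM nominal final test concentration. Timing: Post-acetylcholine fluorescence recording 140 s. Detection: Fluo-8 calcium fluorescence. Read-out: % activation, ACh-normalized. Benchmarks: ACh EC20 and EC100 wells. Repeats: singlicate, one well per test compound.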
CHRM4 antagonist: antagonists of human muscarinic M4 receptor (CHRM4) | CHO-hM4 cells, ACh EC80, Fluo-8 calcium fluorescence | inhibition, % at 3 µM | 360,000 tested, 0.73% active;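 active = inhibition above its plate's cutoff, the mean inhibition of sample wells plus 3 SD, cut at about 27% in these data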;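 also: 0% = acetylcholine EC80 with DMSO and 100% = DMSO without agonist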
CHRM1 antagonist: antagonists of human M1 muscarinic receptor | P11229 | CHO-K1 hM1, Fluo-8 calcium fluorescence, ACh EC80 antagonist | inhibition, % at 3 µM | 360,000 tested, 1.3% active | AID 588852;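 active = percent inhibition above its own plate's cutoff, namely the mean of that plate's compound wells plus 3 SD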;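 also: peak over basal fluorescence ratio during 140 s after agonist addition; 0% = ACh EC80 plus DMSO and 100% = DMSO alone without agonist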
The depositor's hits bear a star. An excerpt; rates above refer to the full screens.

How did Cc1ccc(OCC(=O)Nc2ccc(S(=O)(=O)Nc3ccccn3)cc2)cc1 do in these assays?
CHRM4 agonist: 4; M1 PAM: -5; CHRM1 agonist: 1; CHRM5 antagonist: 4; M5 ag: 4; TAAR1 agonist: 8; M5 PAM: -7; CHRM4 antagonist: 3; CHRM1 antagonist: 3

How did c1ccc(-c2ccc3[nH]ccc3c2)cc1 do in these assays?
CHRM4 agonist: 1; M1 PAM: -2; CHRM1 agonist: -9; CHRM5 antagonist: 19; M5 ag: -6; TAAR1 agonist: -3; M5 PAM: -7; CHRM4 antagonist: 6; CHRM1 antagonist: 8

What do the screens show for `NCCCn1c(C(=O)c2ccc(Cl)cc2)c2ccc(C(F)(F)F)cc2[n+]1[O-]`?
CHRM4 agonist: 1; M1 PAM: -3; CHRM1 agonist: -5; CHRM5 antagonist: 5; M5 ag: 2; TAAR1 agonist: 25; M5 PAM: 0; CHRM4 antagonist: -5; CHRM1 antagonist: 3

What do the screens show for `Cn1c(N2CCN(C(=O)Nc3ccc(F)cc3)CC2)nc2ccccc21`?
CHRM4 agonist: 3; M1 PAM: 1; CHRM1 agonist: -3; CHRM5 antagonist: -3; M5 ag: 2; TAAR1 agonist: 2; M5 PAM: -2; CHRM4 antagonist: -6; CHRM1 antagonist: -4

Results for COC(=O)C1C(O)=C(C=NCC(C)N=CC2=C(O)C(C(=O)OC)C(C)(C)CC2=O)C(=O)CC1(C)C (stereo unspecified) ?
CHRM4 agonist: 0; M1 PAM: 3; CHRM1 agonist: -2; CHRM5 antagonist: 1; M5 ag: 1; TAAR1 agonist: 6; M5 PAM: 0; CHRM4 antagonist: 5; CHRM1 antagonist: -3

How did C=CCN1CCN(C(c2ccccc2)c2nnnn2CCC(C)C)CC1 (stereo unspecified) do in these assays?
CHRM4 agonist: 1; M1 PAM: 8; CHRM1 agonist: -6; CHRM5 antagonist: 0; M5 ag: -10; TAAR1 agonist: 2; M5 PAM: -5; CHRM4 antagonist: -4; CHRM1 antagonist: -29

How did O=C(NCCS(=O)(=O)N1CCN(c2ccccc2)CC1)C1CC(=O)N(c2ccc(F)cc2)C1 (stereo unspecified) do in these assays?
CHRM4 agonist: 2; M1 PAM: 7; CHRM1 agonist: 0; CHRM5 antagonist: 2; M5 ag: -3; TAAR1 agonist: 2; M5 PAM: 1; CHRM4 antagonist: -9; CHRM1 antagonist: -6

How did O=C(CCc1nc2ccccc2[nH]1)N1CCc2ccccc2C1 do in these assays?
CHRM4 agonist: 1; M1 PAM: 5; CHRM1 agonist: -2; CHRM5 antagonist: 0; M5 ag: 2; TAAR1 agonist: 2; M5 PAM: -3; CHRM4 antagonist: -3; CHRM1 antagonist: -5

How did CCN(CC)S(=O)(=O)c1cccc(NC(=O)COC(=O)CCc2nc3ccccc3s2)c1 do in these assays?
CHRM4 agonist: 11; M1 PAM: -5; CHRM1 agonist: -1; CHRM5 antagonist: 23; M5 ag: 0; M5 PAM: -15; CHRM4 antagonist: -4; CHRM1 antagonist: 3

How did O=C(NC(=S)NCc1ccc(-c2nc3ccccc3s2)cc1)c1ccco1 do in these assays?
CHRM4 agonist: 0; M1 PAM: 10; CHRM1 agonist: -4; CHRM5 antagonist: 1; M5 ag: -3; TAAR1 agonist: 0; M5 PAM: -2; CHRM4 antagonist: 2; CHRM1 antagonist: -7

How did Cc1ccc(/C=N/Nc2cn[nH]c(=O)n2)o1 do in these assays?
CHRM4 agonist: 1; M1 PAM: 10; CHRM1 agonist: -6; CHRM5 antagonist: -2; M5 ag: -3; TAAR1 agonist: 1; M5 PAM: 3; CHRM4 antagonist: 0; CHRM1 antagonist: -5

How did COc1ccccc1-c1cc(NC(C)=O)c2ncc(-c3cccc(C(C)=O)c3)n2c1 do in these assays?
CHRM4 agonist: 11; M1 PAM: -13; CHRM1 agonist: -2; CHRM5 antagonist: 9; M5 ag: -1; TAAR1 agonist: 3; M5 PAM: -12; CHRM4 antagonist: 12; CHRM1 antagonist: 23

Results for CN1CCC(=C2c3ccccc3C(O)c3ccccc32)CC1 (stereo unspecified) ?
CHRM4 agonist: 2; M1 PAM: -35; CHRM1 agonist: -11; CHRM5 antagonist: 99*; M5 ag: -7; TAAR1 agonist: 3; M5 PAM: -19; CHRM4 antagonist: 96*; CHRM1 antagonist: 100*

Results for CCc1nc2c(OCCn3cccc3)cccn2c1N(C=O)Cc1ccc(OC)cc1 ?
CHRM4 agonist: 1; M1 PAM: 4; CHRM1 agonist: -2; CHRM5 antagonist: -1; M5 ag: -1; TAAR1 agonist: 0; M5 PAM: 2; CHRM4 antagonist: -1; CHRM1 antagonist: -18

What do the screens show for `CCOc1cc(C(=O)Nc2cccnc2)cc(OCC)c1OCC`?
CHRM4 agonist: 3; M1 PAM: 1; CHRM1 agonist: 1; CHRM5 antagonist: 12; M5 ag: -1; TAAR1 agonist: 1; M5 PAM: -4; CHRM4 antagonist: 6; CHRM1 antagonist: -7

How did O=C1CCCCCC[C@@H](O)[C@H](O)C[C@H](c2ccccc2)O1 do in these assays?
CHRM4 agonist: 2; CHRM5 antagonist: -1; M5 ag: 2; TAAR1 agonist: 4; M5 PAM: 1; CHRM4 antagonist: -5

What do the screens show for `CCC(C)C(NC(=O)c1ccccc1)C(=O)Nc1ccc(S(=O)(=O)Nc2cc(C)nc(C)n2)cc1` (stereo unspecified)?
CHRM4 agonist: 0; M1 PAM: 10; CHRM1 agonist: -1; CHRM5 antagonist: -1; M5 ag: 1; TAAR1 agonist: 1; M5 PAM: 6; CHRM4 antagonist: -4; CHRM1 antagonist: 1

How did COc1cc(C)nc(Oc2ccc(=O)[nH]n2)n1 do in these assays?
CHRM4 agonist: 2; M1 PAM: 16; CHRM1 agonist: 0; CHRM5 antagonist: -18; M5 ag: 3; TAAR1 agonist: 0; M5 PAM: 3; CHRM4 antagonist: -3; CHRM1 antagonist: -27

What do the screens show for `COc1ccc(N2CCN(CC(=O)Nc3ccccc3C(=O)NCc3ccccc3)CC2)cc1`?
CHRM4 agonist: 21; M1 PAM: -1; CHRM1 agonist: 11; CHRM5 antagonist: 16; M5 ag: 6; TAAR1 agonist: 19; M5 PAM: -33; CHRM4 antagonist: 13; CHRM1 antagonist: 7

Results for CC(CC(=O)Nc1ccncc1)c1ccccc1 (stereo unspecified) ?
CHRM4 agonist: 1; M1 PAM: 5; CHRM1 agonist: -3; CHRM5 antagonist: 3; M5 ag: -3; TAAR1 agonist: 6; M5 PAM: -6; CHRM4 antagonist: -2; CHRM1 antagonist: -13

How did O=C(Nc1nccs1)C1CC=CCC1 (stereo unspecified) do in these assays?
CHRM4 agonist: 0; M1 PAM: -10; CHRM1 agonist: -4; CHRM5 antagonist: 19; M5 ag: -3; TAAR1 agonist: 0; M5 PAM: -4; CHRM4 antagonist: 1; CHRM1 antagonist: 15

What do the screens show for `CCNC(=S)N(CCc1ccccc1C)Cc1cc2cc(OC)c(OC)cc2[nH]c1=O`?
CHRM4 agonist: 1; M1 PAM: -1; CHRM1 agonist: -4; CHRM5 antagonist: -6; M5 ag: -1; TAAR1 agonist: 12; M5 PAM: 2; CHRM4 antagonist: 2; CHRM1 antagonist: 9

What do the screens show for `O=C(NCc1ccc(F)cc1)C1CCCN(S(=O)(=O)c2ccc(Br)s2)C1` (stereo unspecified)?
CHRM4 agonist: 2; M1 PAM: -2; CHRM1 agonist: -7; CHRM5 antagonist: 5; M5 ag: -4; TAAR1 agonist: 4; M5 PAM: 0; CHRM4 antagonist: -4; CHRM1 antagonist: -1

Results for CC(C)NC(=O)C1(C)CCN1C(=O)c1cccn1C (stereo unspecified) ?
CHRM4 agonist: 0; M1 PAM: 6; CHRM1 agonist: -1; CHRM5 antagonist: 2; M5 ag: 0; TAAR1 agonist: 3; M5 PAM: -4; CHRM4 antagonist: 3; CHRM1 antagonist: -7

What do the screens show for `N=c1c(S(=O)(=O)c2ccccc2)cc2c(=O)n3ccccc3nc2n1CCCN1CCOCC1`?
CHRM4 agonist: 0; M1 PAM: 2; CHRM1 agonist: -10; CHRM5 antagonist: 1; M5 ag: -6; TAAR1 agonist: 1; M5 PAM: 0; CHRM4 antagonist: 21; CHRM1 antagonist: 1

Results for CCN(CC)S(=O)(=O)c1ccc2oc(C(=O)NCCCN3CCOCC3)c(C)c2c1 ?
CHRM4 agonist: 6; M1 PAM: 0; CHRM1 agonist: -5; CHRM5 antagonist: 0; M5 ag: 5; TAAR1 agonist: 12; M5 PAM: -4; CHRM4 antagonist: 0; CHRM1 antagonist: -24

How did C=CCOc1ccc(NC(=O)C2CC(=O)N(C(C)C)C2)cc1 (stereo unspecified) do in these assays?
CHRM4 agonist: 0; M1 PAM: 8; CHRM1 agonist: -2; CHRM5 antagonist: 2; M5 ag: 0; TAAR1 agonist: 10; M5 PAM: -3; CHRM4 antagonist: 9; CHRM1 antagonist: -3

Results for COc1cc(/C=N/N2CCN(c3ccccc3)CC2)ccc1OC(C)=O ?
CHRM4 agonist: 3; M1 PAM: 5; CHRM1 agonist: -3; CHRM5 antagonist: -2; M5 ag: 2; TAAR1 agonist: 1; M5 PAM: 4; CHRM4 antagonist: 2; CHRM1 antagonist: -4

What do the screens show for `CC1c2[nH]c3ccccc3c2CCN1C(=O)Nc1ccccc1` (stereo unspecified)?
CHRM4 agonist: 12; M1 PAM: 4; CHRM1 agonist: 1; CHRM5 antagonist: 0; M5 ag: -1; TAAR1 agonist: 22; M5 PAM: -10; CHRM4 antagonist: -6; CHRM1 antagonist: 1

How did Cc1ccc(CN2CCN(/N=C/c3cc([N+](=O)[O-])ccc3Cl)CC2)cc1 do in these assays?
CHRM4 agonist: -2; M1 PAM: 0; CHRM1 agonist: -5; CHRM5 antagonist: -2; M5 ag: -3; TAAR1 agonist: -1; M5 PAM: -3; CHRM4 antagonist: 10; CHRM1 antagonist: 3

Results for CCc1cc(=O)[nH]c(SCC(=O)Nc2cc(C)on2)n1 ?
CHRM4 agonist: -1; M1 PAM: 13; CHRM1 agonist: -2; CHRM5 antagonist: 6; M5 ag: 1; TAAR1 agonist: 0; M5 PAM: 4; CHRM4 antagonist: 1; CHRM1 antagonist: -20

How did O=C(CCSCc1ccc(Cl)cc1)NCc1ccco1 do in these assays?
CHRM4 agonist: 12; M1 PAM: -8; CHRM1 agonist: -4; CHRM5 antagonist: 17; M5 ag: -7; TAAR1 agonist: -3; M5 PAM: -10; CHRM4 antagonist: 3; CHRM1 antagonist: 15

What do the screens show for `O=C(Nc1sc2c(c1C(=O)NCC1CCCO1)CCCC2)c1cccs1` (stereo unspecified)?
CHRM4 agonist: 2; M1 PAM: 10; CHRM1 agonist: 2; CHRM5 antagonist: -5; M5 ag: 0; TAAR1 agonist: 7; M5 PAM: -3; CHRM4 antagonist: -17; CHRM1 antagonist: -31
